TDP1 cell CPT = growth inhibition of DT40 Tdp1-/-;hTDP1 cells with camptothecin (screen for TDP1 inhibitors). chicken DT40 Tdp1-/-;hTDP1 cells + 20 nM CPT, ATP luminescence, 48 h. Potency, µM (highest dose often 46.2 µM), inactives show at the highest dose activity change, negative = growth inhibition, usual class: inhibitors. actives 12% (n = 420,000); active means well fitted inhibition curve with a large enough effect; inconclusive means small, poorly fitted or top-dose-only effect; further: nearly all actives have a fitted effect of over 55% in size
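Chicken DT40 Tdp1-/- cells stably complemented with human TDP1 were seeded at 400 cells/well in medium containing 20 nM camptothecin, exposed to pin-transferred compounds, and grown at 37 °C for at least 48 hr. Viability was read as ATP luminescence.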
* marks the source's active call; other numbers are inactive results; ? = inconclusive; [ ] = remark or other dose. On the % scale 0 is the no-effect control and ±100 the full control effect; potency means the concentration at half of the fitted maximal effect.

SMILES	TDP1 cell CPT
CCc1nc2c(OCc3ccc(OC)cc3)cccn2c1N(C)C(=O)c1ccc(OC)cc1	?
CC(=O)NC(c1ccc(F)c(F)c1)c1nc(-c2cccc(C(F)(F)F)c2)cs1 (centres undefined)	?
COCc1c(C(=O)NC2CCCC2)cnn1-c1nccc(-c2cccs2)n1	?
CCCCCCSc1ccc(-c2nc3cnccn3c2NC2CCCCC2)cc1	?
CC(C)Oc1cc(F)ccc1-c1cc(C(=O)NCCc2ccncc2)[nH]n1	18µM*
CCOC(=O)C1=CCN(S(=O)(=O)c2ccc(C)cc2)C1c1ccc(Cl)c(Cl)c1 (centres undefined)	?
C[C@@H]1CN(Cc2ccc3c(c2)CN(C(=O)CN2CCOc4ccccc4C2)CCO3)C[C@H](C)O1	-4%[9.04 µM]
CC1Sc2ccccc2N(Cc2ccc(OC(F)(F)F)cc2)C1=O (centres undefined)	-24%
COc1ccc(OC)c(C(=O)CSc2nnc(C3CC3)n2C2CC2)c1	?
O=C(COC(=O)Cc1c[nH]c2ccccc12)Nc1cccc(Br)c1	-20%
COCCN1CCN(C(=O)c2cnn(-c3nccc(-c4ccccc4F)n3)c2-c2ccco2)CC1	10%[9.04 µM]
COc1ccccc1NC(=O)Nc1nc(C(N)Cc2ccccc2)cs1 (centres undefined)	23µM*
CC(=O)NC(c1cccc(F)c1)c1nc(-c2cc3ccccc3o2)cs1 (centres undefined)	?
CO[C@H]1[C@H](NC(=O)c2ccsc2)c2ccccc2C12CCN(Cc1cccn1-c1ccccn1)CC2	10%[9.04 µM]
O=C(NCc1ccc(F)cc1)C1CCN(S(=O)(=O)c2ccc(N3CCCC3=O)cc2)CC1	?
CN(C)C(=O)c1cccc(-c2cnc3c(NC=O)cc(-c4cc(F)c(F)c(F)c4)cn23)c1	?
CC1CCN(C(=O)c2ncn3c2c(=O)[nH]c2ccc(Br)cc23)CC1	-1%
CC1(C(=O)NS(=O)(=O)c2ccc(Cl)cc2)CCN1C(=O)CCc1cccs1 (centres undefined)	-12%
Cc1cccc(C)c1NC(=O)CN(C)CCc1ccccc1	?
C[C@H]1Cn2cnc(C(=O)N[C@@H](Cc3c[nH]c4ccccc34)C(=O)OC(C)(C)C)c2C(=O)N1	0%
COc1cccc(CNc2nc3cc(-c4cccc(Cl)c4)sc3c(=O)n2C)c1OC	?
CC(=O)Nc1ccc(CN(C)c2c(C)nc3ccc(C(=O)N4CCN(C(C)=O)CC4)cn23)cc1	9%
Cc1cc(O)ccc1-c1cc(C(=O)NCc2ccc(F)cc2)[nH]n1	?
O=C(CSc1nc2cccc(F)c2c(=O)n1-c1ccccc1)Nc1ccc2c(c1)CCC2	?
C1CCN2CC3CC(CN4CCCC[C@@H]34)C2C1 (some centres undefined)	7%
C=C1C[C@@]23CC4C5[C@@]6(C)C[C@H](O)C[C@@]57C2[C@H](O)[C@@H]1[C@H](O)[C@H]3[C@H]7N4C6	-14%[9.04 µM]
N=c1ccn2c(n1)OCC1C2O[C@@H](O)[C@H]1O (some centres undefined)	0.13µM*
COc1ccc(NC(=O)c2cc(C3CCCCN3S(=O)(=O)Cc3ccccc3)on2)cn1 (centres undefined)	-27%
Cc1cc2c3ccccc3[nH]c(=O)n2n1	-12%
O=C(NCC1Cc2cccc(-c3nccs3)c2O1)c1ccnc(Cl)c1 (centres undefined)	?
COc1cccc(C#CC2=CC(=O)CC(C)(C)C2)c1	5.8µM*
COc1ccc(-n2nnnc2CNC(=O)C2CC(=O)N(c3ccc(F)cc3)C2)cc1 (centres undefined)	-8%
Cc1cnc(CNC(=O)c2csc(COCCO)n2)cn1	5%
O=C(CC1c2cc(F)ccc2C=C(c2ccsc2)N1c1ccc(C#CCCO)cc1)c1ccco1 (centres undefined)	?
CO[C@H]1C=CO[C@@]2(C)Oc3c(C)c(O)c4c(O)c(c5c(c4c3C2=O)=NC2(CCN(CC(C)C)CC2)N=5)NC(=O)/C(C)=C\C=C/[C@H](C)[C@H](O)[C@@H](C)[C@@H](O)[C@@H](C)[C@H](OC(C)=O)[C@@H]1C	?
CCNC(=O)C1(C)CCCN(C(=O)c2cc(-c3ccccc3)cs2)C1 (centres undefined)	?

Of the compounds above, two contain a CF3 group.
SMILES	TDP1 cell CPT
CC(=O)NC(c1ccc(F)c(F)c1)c1nc(-c2cccc(C(F)(F)F)c2)cs1 (centres undefined)	?
CC1Sc2ccccc2N(Cc2ccc(OC(F)(F)F)cc2)C1=O (centres undefined)	-24%

Next section.
SMILES	TDP1 cell CPT
COC(=O)[C@@H]1C[C@@H](NC(=O)c2cccc3c(C)c(C)[nH]c23)CN1Cc1cccc2ccccc12	5%[9.04 µM]
CC1=C(C(=O)N2CCOCC2)CC(CC(=O)NC(c2ccccc2)c2ccccc2)C(=O)N1CCCN1CCCC1=O (centres undefined)	-3%
CC(C)NC(=O)C1(C)CCCCN1Cc1cccc(C(F)(F)F)c1 (centres undefined)	?
COc1ccc(-c2ccc(C(=O)NCC(C)C)c3occc23)c(C)c1	?
COc1ccc(CC(N)c2csc(Nc3ccc(C(=O)c4ccccc4)cc3)n2)cc1 (centres undefined)	12µM*
COc1cccc(C(NC(C)=O)c2nc(-c3cccc(C(F)(F)F)c3)cs2)c1 (centres undefined)	?
COc1c(C)cc(C(O)c2ncc(-c3cccc(F)c3)[nH]2)cc1C (centres undefined)	?
O=C(CC[C@H]1O[C@@H](n2cnc3c(NC(=O)c4ccccc4)ncnc32)[C@H](O)[C@@H]1O)NCC1CCCCC1	-1%
CCNC(=O)C1(C)CCN(C(=O)c2ccccc2F)C1 (centres undefined)	-3%
CC1(C(=O)NS(=O)(=O)Cc2cccc(Cl)c2)CCN1C(=O)Cc1cccs1 (centres undefined)	-19%
O=C(NC1CCCCC1)C(c1ccnc2ccccc12)n1c(=O)c(-c2ccco2)nc2ccccc21 (centres undefined)	13µM*
CC1(c2nnnn2Cc2ccccc2)CCC(=O)N1Cc1ccco1 (centres undefined)	2%

The list goes on (three carried over from the part before).
SMILES	TDP1 cell CPT
CC1(C(=O)NS(=O)(=O)Cc2cccc(Cl)c2)CCN1C(=O)Cc1cccs1 (centres undefined)	-19%
O=C(NC1CCCCC1)C(c1ccnc2ccccc12)n1c(=O)c(-c2ccco2)nc2ccccc21 (centres undefined)	13µM*
CC1(c2nnnn2Cc2ccccc2)CCC(=O)N1Cc1ccco1 (centres undefined)	2%
Cc1cc2oc(C(=O)NCC(c3ccco3)N3CCCC3)c(C)c2cc1C (centres undefined)	?
CC(=O)Nc1cccc(-c2ccnc3c2CC(C(=O)NC(C)C)O3)c1 (centres undefined)	-22%
CC(C)C[C@H]1CNC(=S)N1C[C@H]1CCCN1C[C@H](Cc1ccc(O)cc1)N1C[C@H](Cc2ccc(O)cc2)N(CC2CCCCCC2)C1=S	4.6µM*
COCc1cccc(-c2csc(C(C)(NC(C)=O)c3ccc(OC)cc3)n2)c1 (centres undefined)	18µM*
O=C(OCc1cn([C@H]2C[C@H](c3ccccc3)N(C(=O)c3cccs3)C[C@@H]2O)nn1)c1ccccc1	?
COc1ccc2ccc(OC)c(/C=N/NC(=O)c3cc4ccccc4o3)c2c1	?
CC(C)CNC(=O)C1(C)CCCN1C(=O)c1ccncc1 (centres undefined)	3%
COCCN1C(=O)CCC1(C)C(=O)NC1CCCC1 (centres undefined)	-6%
Cc1ccc([C@H]2N[C@]3(CCCN(Cc4ccccc4)C3=O)[C@H]3C(=O)N(Cc4ccccc4)C(=O)[C@@H]23)cc1	?
CCN(CC)C(=O)C1=C(C)N(Cc2ccc(C(C)(C)C)cc2)C(=O)C(CC(=O)NC2CCCCC2)C1 (centres undefined)	15µM*
Cc1ccc(S(=O)(=O)NC(=O)C2(C)CCN2C(=O)Cc2cc(F)ccc2F)nc1 (centres undefined)	-3%
COc1ccccc1-n1cc(CN2CCOc3ccc(CN4C[C@@H](C)O[C@@H](C)C4)cc3C2)cn1	-11%[9.04 µM]
COc1cccc(S(=O)(=O)N(C)C[C@@H]2Oc3cc(Br)ccc3S(=O)(=O)N([C@@H](C)CO)C[C@@H]2C)c1	?
CCN(CC)CCN1CCN(c2cnc(C)cn2)CC1	-11%
COc1cccc(C(=O)NCCNc2nc3cc(C)cc(C)c3cc2C#N)c1	?
CCOC(=O)N1CCN(C(=O)C[C@@H]2C[C@@]3(C(=O)OC)CCCCC=C3N(Cc3cccc4ccccc34)C2=O)CC1	?
CC(C)NC(=O)C1(C)CCN1C(=O)C/C=C/c1ccccc1 (centres undefined)	?
COc1cc2oc(=O)cc(CN3CCOCC3)c2cc1Cl	-16%
O=S1(=O)CCN(C2CCCCCCCCCCC2)CC1	21µM*
COC(=O)c1ccc(C(=O)NCC2Cc3cc(F)cc(-c4cncnc4)c3O2)cc1 (centres undefined)	?
C[C@@H]1CN([C@H](C)CO)C(=O)CCCn2cc(nn2)CO[C@H]1CN(C)S(=O)(=O)c1ccc(-n2cccn2)cc1	-13%
Cc1cc(C)c2cc(C#N)c(NCCCN)nc2c1	?
C[C@H]1CN([C@@H](C)CO)C(=O)CCCn2cc(nn2)CO[C@@H]1CN(C)C(=O)Nc1ccnc(N2CCOCC2)c1	5%
Cc1cccc(S(=O)(=O)NC(=O)C2(C)CCN2C(=O)CCc2ccccc2)c1 (centres undefined)	0%

3 compounds out of the list, sorted by SMILES length, falling.
SMILES	TDP1 cell CPT
COC(=O)c1ccc(C(=O)NCC2Cc3cc(F)cc(-c4cncnc4)c3O2)cc1 (centres undefined)	?
Cc1cccc(S(=O)(=O)NC(=O)C2(C)CCN2C(=O)CCc2ccccc2)c1 (centres undefined)	0%
O=S1(=O)CCN(C2CCCCCCCCCCC2)CC1	21µM*

Continued.
SMILES	TDP1 cell CPT
Clc1ccc2nc(-c3ccco3)c(Cc3ccccc3)n2c1	16µM*
COc1ccc(OC)c(-c2ccnc(-n3ncc(C(=O)N4CCN(CCO)CC4)c3C3CC3)n2)c1	18%
CC(=O)NCCNc1nc2cc(-c3ccccc3)sc2c(=O)n1C	?
O=C(NCc1cccnc1)c1csc([C@@H]2C[C@H](O)[C@@H](CO)O2)n1	-27%
CCN1CCCC1CNC(=O)c1ccc2c(c1)NC(=O)/C(=C\c1ccccc1F)S2 (centres undefined)	18µM*
O=C(/C=C/[C@H]1O[C@@H](n2ccc(=O)[nH]c2=O)[C@H](O)[C@@H]1O)NCC1CCCO1 (some centres undefined)	-5%
CCN(CC)CCN(C)C(=O)c1[nH]c(C(F)(F)F)nc1-c1ccccc1	8%
CN(Cc1ccccc1)C(c1cc2ccccc2o1)c1nnnn1C(C)(C)C (centres undefined)	?
Cc1ccc(S(=O)(=O)N2CCN(C(=O)c3cc(C4CC4)nn3-c3ccccc3)CC2)cc1	?
Cc1ccccc1S(=O)(=O)NC(=O)C1(C)CCN1C(=O)c1cccc2ccccc12 (centres undefined)	-23%
C=CCN(CC=C)Cc1cc(=O)oc2cc(OC)ccc12	?
COc1ccc(-c2ccc(CN3C(C)C(=O)N(Cc4cn(CCC5OCCCO5)nn4)CCS3(=O)=O)cc2)cc1 (centres undefined)	16µM*

Another view of some results above:
| compound | TDP1 cell CPT |
| --- | --- |
| COC(=O)[C@@H]1C[C@@H](NC(=O)c2cccc3c(C)c(C)[nH]c23)CN1Cc1cccc2ccccc12 | 5%[9.04 µM] |
| CC(=O)NC(c1cccc(F)c1)c1nc(-c2cc3ccccc3o2)cs1 (centres undefined) | ? |

Later entries.
SMILES	TDP1 cell CPT
CCCCN(CCCC)Cc1cc(=O)oc2cc(C)cc(C)c12	?
CCCN(C)C[C@H]1Oc2ncc(Br)cc2C(=O)N([C@@H](C)CO)C[C@@H]1C	6%
Cc1c(C(=O)NCCc2ccccn2)cnn1-c1nccc(-c2cccs2)n1	-12%
COC(=O)c1ccc2nc(-c3ccco3)c(Cc3ccc(C)cc3)n2c1	-98%
COc1ccc(C(C)(O)c2nc(-c3ccc(S(C)(=O)=O)cc3)cs2)cc1 (centres undefined)	?
COc1ccc(NC(=O)C2(C)CCN2CCOc2ccc(C)cc2)cc1OC (centres undefined)	?
CC(C)NC(=O)C1(C)CCCN1C(=O)c1ccccc1Br (centres undefined)	-2%
CCC1(C2CCN(Cc3ccccn3)CC2)NC(=O)N(CC2COc3ccccc3O2)C1=O (centres undefined)	-7%[9.04 µM]
CC(C)(C)c1ccc(CC(=O)N2CCC2(C)C(=O)NS(=O)(=O)c2ccccc2Cl)cc1 (centres undefined)	18%
Nc1ccn([C@@H]2O[C@H](CNS(=O)(=O)c3cc4ccccc4s3)[C@@H](O)[C@H]2O)c(=O)n1	-1%
COCCNc1ncnc2c1ncn2[C@H]1CN(Cc2ccc(-c3ccccc3)cc2)C[C@@H](CO)O1	18µM*
CC1(C(=O)NCc2ccccc2)CCC(=O)N1C1CC1 (centres undefined)	5%
CCOC1=C2CN(S(=O)(=O)c3ccc(C)cc3)[C@H](c3ccccc3)C[C@@H]2N(S(=O)(=O)c2ccc(C)cc2)[C@H](c2cccs2)C1	-20%
CC(=O)N1C[C@H]2CON(C)[C@H]2C[C@H]1c1cccc(-c2ccc(C#N)cc2)c1	0%
O=C(CCN1C(=O)CC1c1ccco1)N1CCOCC1 (centres undefined)	3%
C[C@@H]1CN([C@H](C)CO)C(=O)CCCn2nncc2CO[C@H]1CN(C)Cc1ccccc1C(F)(F)F	15µM*
CC(C)Cc1nc2cc(NS(=O)(=O)N(C)C)cc(C(=O)N3CCSCC3)c2n1C	-3%[9.04 µM]
COC(=O)C1=CN(c2ccc(OC)cc2OC)C(N)=C(C#N)C1c1ccccc1F (centres undefined)	0.82µM*
CN(CC(=O)Nc1cccc(Cl)c1)S(=O)(=O)/C=C/c1ccccc1	-28%
O=C(NCCc1ccccc1)c1ccc(-c2cccnc2)c2ccoc12	?

From PubChem

This is a subset, so the mix of outcomes need not match the whole.
